XBP1 UPR activ: adaptive UPR (XBP1) activation; CHO-XBP1 luciferase reporter, IRE1-XBP1 UPR activation, luminescence; percent of tunicamycin response, DMSO as zero; activation, % at 20 µM; 330,000 compounds, 0.33% hits;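 active = versus positive control, 20 µM dose yields 30% or more activation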;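 also: 100% = tunicamycin at 10 µg/mL and 0% = DMSO only wells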
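incubation = overnight seeding at 37 °C, 6 h compound treatment at 37 °C | assay system = CHO-XBP1 cells stably carrying IRE1-XBP1-driven luciferase reporter | input = 1000 cells per well | detection = luciferase luminescence | dosing = single point, 20 µM final compound, 1% DMSO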
Jurkat NFkB inh: lowers PMA/ionomycin-induced NF-kB signal in Jurkat cells | 330,000 compounds, 0.53% hits | PMA/ionomycin-induced NF-kB luciferase reporter, luminescence | inhibition, % at 4 µM; in the data active = inhibition above about 50%
CCR6 antagonist: blocks CCL20-driven beta-arrestin recruitment at human CCR6; P51684; CHO-K1 CCR6 PathHunter beta-arrestin, luminescence, CCL20-stimulated; inhibition, % at 20 µM; 340,000 compounds, 0.49% hits; AID 493098;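 active = compounds whose inhibition of the agonist-driven luminescence signal at 20 µM reaches about 50%, limit read from the data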;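 also: cells stimulated with CCL20 at 14 nM final; plate controls were DMSO with CCL20 for no effect and DMSO without agonist for full effect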
UPR CHOP act: apoptotic UPR (CHOP) activation; 330,000 compounds, 0.34% hits; activation, % at 10 µM; CHO-CHOP luciferase reporter, luminescence; percent of tunicamycin response over DMSO baseline;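 active = at 10 µM dose, activation of 40% or more, normalized to positive control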;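 also: 100% = tunicamycin at 10 µg/mL and 0% = DMSO alone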
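System: CHO CHOP reporter cells. Amount: 500 cells per well. Buffer or medium: F12 medium, 10% FBS. Compound dosing: one dose, 10 µM in 0.5% DMSO. Incubation: 6 h compound exposure at 37 °C after overnight seeding. Technique: Steady-Glo luciferase luminescence. Benchmarks: tunicamycin and DMSO controls.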
697 NFkB inh: inhibitors of the PMA/ionomycin-induced NF-kB reporter in 697 B cells; 697 B-cell NF-kB luciferase reporter, 16 h; 330,000 compounds, 0.33% hits; inhibition, % at 4 µM; in the data active = inhibition above about 35%
Mdm2 MdmX PPI: human Mdm2/MdmX binding inhibition; O15151+Q00987; SaOS-2 split-luciferase Mdm2/MdmX complementation, luminescence; inhibition, % at 8 µM; 330,000 compounds, 3% hits; AID 485346;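 active = inhibition of at least 50% at 8 µM in the primary screen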
Target sequence (O15151 whole entry, looked up): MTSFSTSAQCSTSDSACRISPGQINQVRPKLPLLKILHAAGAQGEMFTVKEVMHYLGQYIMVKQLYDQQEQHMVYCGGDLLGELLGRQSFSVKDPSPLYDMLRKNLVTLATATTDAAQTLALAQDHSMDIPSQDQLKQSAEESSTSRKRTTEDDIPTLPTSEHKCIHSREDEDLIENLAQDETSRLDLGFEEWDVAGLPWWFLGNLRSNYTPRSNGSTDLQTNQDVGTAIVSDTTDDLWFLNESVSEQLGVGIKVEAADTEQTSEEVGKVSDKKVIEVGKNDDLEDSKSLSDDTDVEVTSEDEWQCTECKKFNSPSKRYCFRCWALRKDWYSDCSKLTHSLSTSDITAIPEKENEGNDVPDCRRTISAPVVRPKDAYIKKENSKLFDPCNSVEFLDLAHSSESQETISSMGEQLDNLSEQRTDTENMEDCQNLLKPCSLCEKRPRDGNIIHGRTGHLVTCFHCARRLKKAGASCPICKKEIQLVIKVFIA
Target sequence (Q00987 whole entry, looked up): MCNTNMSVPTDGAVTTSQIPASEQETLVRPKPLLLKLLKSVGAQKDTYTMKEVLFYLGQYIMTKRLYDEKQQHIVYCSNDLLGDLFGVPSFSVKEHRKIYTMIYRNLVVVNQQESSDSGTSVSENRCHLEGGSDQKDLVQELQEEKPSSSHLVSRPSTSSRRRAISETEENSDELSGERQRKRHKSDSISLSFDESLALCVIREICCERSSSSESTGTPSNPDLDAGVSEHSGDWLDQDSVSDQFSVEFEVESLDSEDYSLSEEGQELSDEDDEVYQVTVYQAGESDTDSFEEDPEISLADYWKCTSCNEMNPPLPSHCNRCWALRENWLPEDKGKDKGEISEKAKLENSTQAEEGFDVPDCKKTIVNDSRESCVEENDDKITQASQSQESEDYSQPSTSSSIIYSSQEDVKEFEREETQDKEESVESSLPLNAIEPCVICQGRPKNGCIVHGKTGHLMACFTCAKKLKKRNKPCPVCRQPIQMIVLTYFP
CXCR6 inh: CXCR6 (human) receptor inhibition. O00574. CHO-K1 PathHunter CXCR6 beta-arrestin, luminescence. inhibition, % at 20 µM. 360,000 compounds, 0.36% hits. AID 602244; in the data active = inhibition above about 34%, passing the limit was not always enough;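 also: antagonist mode with CXCL16 agonist at 10 nM final; 0% = 10 nM CXCL16 with DMSO and 100% = unstimulated wells without agonist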
Gli-Sufu block: blocks Gli-Sufu signaling in a luciferase reporter; Sufu-KO-LIGHT fibroblasts, Gli luciferase reporter luminescence; inhibition, % at 5 µM; 340,000 compounds, 0.74% hits;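 active = inhibition above about 55%, limit read from the data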;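 also: 0% = DMSO-treated cells and 100% = wells with medium but no cells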
EBI2 antag: blocks human EBI2 receptor beta-arrestin signaling; P32249; 360,000 compounds, 0.81% hits; EBI2 beta-arrestin recruitment, luminescence, 7a,25-OHC stimulated; inhibition, % at 5 µM; in the data active = inhibition above about 38%;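 also: enzyme fragment complementation signal reports receptor beta-arrestin coupling in cells; 0% = agonist plus DMSO wells and 100% = wells without agonist; some results beyond the cut were filed as inactive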
* hit, by the source's call; . = not tested or not shown. Hits appear at their usual frequency, and some 5% of all compounds hit somewhere here.

SMILES | XBP1 UPR activ | Jurkat NFkB inh | CCR6 antagonist | UPR CHOP act | 697 NFkB inh | Mdm2 MdmX PPI | CXCR6 inh | Gli-Sufu block | EBI2 antag
COC(=O)CSc1nc2ccccc2o1 | 0 | -7 | -18 | 0.0 | -21 | -4 | 4 | -3 | 2
Cn1cc(/C=C(\C#N)C(=O)Nc2ccccc2O)c2ccccc21 | 19 | -47 | -10 | 6.4 | -49 | 17 | 4 | -4 | 14
COc1cc(OC)cc(C(=O)N[C@H](C(=O)Nc2nc(-c3cc(OC)ccc3OC)cs2)C(C)C)c1 | 1 | 3 | 19 | -0.1 | 4 | 18 | 7 | -1 | 5
CC(=NNC(=O)c1ccncc1)c1ccccc1Cl | . | . | 7 | . | . | . | 6 | 8 | 4
[O-]/C(=C(\C(=S)Nc1cccc2ccccc12)[n+]1ccccc1)c1ccc(Cl)s1 | 0 | 9 | 6 | 1.4 | 0 | 10 | -9 | 9 | -11
Nc1cccnc1Oc1ccc(F)cc1F | -2 | -5 | -4 | 2.2 | -8 | 13 | -14 | 7 | -2
CC1=C(C(=O)Nc2cccc(C(=O)NC3CCCCC3C)c2)SCCO1 (stereo unspecified) | -8 | 2 | 20 | -0.3 | -19 | 4 | 6 | -5 | 3
CCOC(=O)C1(Cc2ccccc2)CCCCCC1=O (stereo unspecified) | . | . | 1 | . | . | . | -9 | -2 | 5
Cn1cccc1Cc1nnc(SCC(=O)N2CCCC2)n1CCc1ccccc1 | -4 | 17 | 7 | 0.4 | 1 | -13 | -3 | -5 | 6
CN(C(=O)CSc1nnc(-c2ccccc2)c(-c2ccccc2)n1)C1CCS(=O)(=O)C1 (stereo unspecified) | 0 | 6 | 7 | 11 | -11 | -3 | 12 | 6 | -5
Cc1ccc(C(=O)NS(=O)(=O)c2ccc(C)cc2)cc1 | -1 | 13 | 0 | -0.5 | 9 | 17 | 1 | 0 | 0
CC(C)(C)NC(=O)CSc1nnc(-c2ccncc2)n1Cc1ccccc1 | -1 | 0 | -10 | 0.5 | -11 | -25 | -5 | 1 | -1
CCOc1cc(/C=C2\C(=O)ON=C2c2ccccc2)cc(Br)c1O | 3 | 3 | 42 | 20 | 0 | 5 | 29 | 8 | -15
COc1cc([N+](=O)[O-])ccc1NC(=S)N1CCN(c2ccccn2)CC1 | 0 | -5 | 4 | 1.9 | 5 | 25 | -6 | -3 | -7
CCc1ccc(NC(=O)C(C)OC(=O)c2cccc(S(=O)(=O)N3CCc4ccccc4C3)c2)cc1 (stereo unspecified) | -2 | 6 | 5 | 0.3 | 5 | 5 | 16 | 14 | 16
CC(C)CC(NC(N)=O)C(=O)OCC(=O)NC(=O)NC1CCCC1 (stereo unspecified) | -1 | -11 | 9 | -2.3 | 1 | 10 | -15 | 5 | 3
N#Cc1cnn(-c2ccccc2)c1N | -3 | 1 | -22 | -1.0 | -8 | -30 | 0 | 26 | -4
COc1ccc(C(C)(C)C)cc1NC(=O)COC(=O)c1ncc(Cl)c(Cl)c1Cl | 1 | 1 | 2 | -0.2 | -6 | 10 | -22 | 3 | -1
Cc1c(NS(=O)(=O)c2ccc(C(=O)NCc3ccc(F)cc3)cc2)c(=O)n(-c2ccccc2)n1C | -1 | 3 | 12 | 2.2 | 10 | 18 | 5 | . | -3
Cc1ccc(N2CN=C(c3ccccc3)NC2=S)cc1 | 4 | -84 | 11 | 3.3 | -134 | -56 | 8 | -26 | 3

In the list so far, two have a cyano group.
SMILES | XBP1 UPR activ | Jurkat NFkB inh | CCR6 antagonist | UPR CHOP act | 697 NFkB inh | Mdm2 MdmX PPI | CXCR6 inh | Gli-Sufu block | EBI2 antag
Cn1cc(/C=C(\C#N)C(=O)Nc2ccccc2O)c2ccccc21 | 19 | -47 | -10 | 6.4 | -49 | 17 | 4 | -4 | 14
N#Cc1cnn(-c2ccccc2)c1N | -3 | 1 | -22 | -1.0 | -8 | -30 | 0 | 26 | -4

Additional compounds follow:
SMILES | XBP1 UPR activ | Jurkat NFkB inh | CCR6 antagonist | UPR CHOP act | 697 NFkB inh | Mdm2 MdmX PPI | CXCR6 inh | Gli-Sufu block | EBI2 antag
CCCCCCCCSc1nnc2[nH]c(=O)cc(N)n12 | -3 | -4 | 7 | 0.8 | 4 | 23 | -3 | -4 | -6
Cc1ccc(Nc2nnc(SCC(=O)c3cc4ccccc4o3)s2)cc1C | 2 | -28 | 21 | 6.7 | -63 | -57 | -7 | -1 | 18
O=C(Nc1ccon1)c1ccc(F)c(S(=O)(=O)N2CCCCC2)c1 | -1 | 5 | 5 | 1.0 | -33 | 13 | 2 | 24 | 8
CCCN1C2CCCC1CC(NC(=O)Nc1ccc(C(C)C)cc1)C2 (stereo unspecified) | 0 | -4 | 14 | -0.2 | -5 | -16 | 7 | 12 | -6
CC(=O)NCCc1cc2ccc(C)cc2[nH]c1=O | -3 | -6 | -5 | -2.5 | -13 | 7 | -4 | -22 | -4
CN(C)S(=O)(=O)c1cccc(NC(=O)c2ccc(S(=O)(=O)N3CCCC3)cc2)c1 | -4 | -29 | 19 | -0.8 | -15 | 16 | 1 | 7 | -2
COc1ccc(N(C(=O)C(C)C)S(=O)(=O)c2cccc([N+](=O)[O-])c2)cc1 | -2 | -20 | -3 | -0.3 | -35 | 27 | 0 | 3 | 3
COc1ccc(NC(=O)CSCc2cc(=O)n3c(C)csc3n2)cc1 | -2 | 0 | 16 | 1.1 | 5 | 11 | 2 | -1 | -7
COc1ccccc1C(=O)NC(=O)COC(=O)CNC(=O)c1ccccc1 | -4 | 1 | 8 | 2.3 | 15 | 10 | 1 | -8 | -3
C=C(C)C(=O)Nc1ccc(NC(C)C)cc1 | 0 | -5 | -1 | -1.9 | -1 | 7 | -5 | -16 | -5
NC(=O)C1(N2CCCCC2)CCN(C(=S)Nc2ccc(F)cc2)CC1 | 0 | -2 | 4 | 0.5 | 6 | 19 | 1 | 0 | -13
O=C(NN1CCOCC1)c1ccc(Cl)c(Cl)c1 | -6 | -4 | -18 | -0.5 | 2 | 10 | 8 | -1 | 0
COc1cccc(CNC(=O)CCNS(=O)(=O)c2cccc3nsnc23)c1 | 0 | -9 | 7 | -1.4 | -2 | 4 | -8 | -3 | 0
Nc1cccc2c(O)cccc12 | 4 | -8 | -11 | -0.5 | 9 | 13 | -9 | 5 | -2
O=[N+]([O-])c1cc([N+](=O)[O-])c(Oc2cccc(Cl)c2Cl)cc1NN1CCCCC1 | 1 | -4 | 17 | 1.4 | 4 | 33 | 7 | 0 | 10
Cc1ccccc1S(=O)(=O)/N=C(/Nc1nc2ccccc2s1)c1ccccc1 | 3 | -2 | 15 | 5.7 | -107 | -101 | 4 | -3 | 12
COc1cccc(NC(=O)CN(C)C(=O)c2cccnc2Sc2ccc(C)c(C)c2)c1 | -3 | 2 | 10 | -0.1 | 12 | 9 | 9 | -2 | -1
CC1(C)CC(NC(=O)c2cc(COc3cccc(C(F)(F)F)c3)on2)CCO1 (stereo unspecified) | 0 | -23 | 5 | 2.2 | -67 | 17 | -1 | -4 | 15
N=c1c(C(=O)NCc2ccc(F)cc2)cc2c(=O)n3ccccc3nc2n1CCCN1CCOCC1 | -3 | 46 | 24 | -1.4 | 11 | 53* | 17 | -3 | 4
O=S(=O)(Cc1ccccc1)N(O)c1ccccc1 | -7 | -8 | 9 | 0.0 | 5 | 4 | 9 | -17 | 7
O=C(C[C@H]1C/C=C\C[C@@H](NC(=O)OCC2c3ccccc3-c3ccccc32)C(=O)O[C@@H](c2ccccc2)CNC1=O)N[C@H](CO)Cc1ccccc1 | 100* | -1 | -13 | 1.7 | 0 | 100* | 4 | 60* | 3
COc1ccc(C2C(=O)N(C3CCCCCC3)CC(=O)N2Cc2ccccc2)cc1OC (stereo unspecified) | 1 | 13 | 8 | -1.0 | 11 | 20 | 2 | 10 | 1
O=C(O)c1ccc2ccc3ccccc3c2c1 | 0 | 9 | 1 | -0.7 | 10 | 20 | -10 | 3 | 6
COc1cc2ccccc2cc1C(=O)N(CCN(C)C)c1nc2c(F)cccc2s1 | -3 | 11 | -1 | 3.4 | -7 | 19 | 7 | 36 | 0
Cc1ccc(C(=O)N2CCC3(CC2)Oc2ccc(F)cc2C(=O)C32CC(c3ccc(Cl)cc3)=NO2)s1 (stereo unspecified) | 4 | 26 | 24 | -1.7 | -1 | -15 | -4 | 2 | 2
O=C(c1cccnc1)n1nc(-c2ccco2)nc1NCc1cccs1 | . | . | -5 | . | . | . | 6 | -7 | -11
CCN(CC(=O)NCc1cccnc1)S(=O)(=O)c1ccc(OC)cc1 | 0 | -5 | -6 | 2.3 | 16 | 5 | -4 | -2 | -4
CC(C)CCN(C(=O)Cc1ccc(Cl)c(Cl)c1)c1c(N)n(Cc2ccccc2)c(=O)[nH]c1=O | 8 | 5 | 3 | 6.8 | 24 | 31 | -6 | 3 | 7
Cc1ccc2c(c1)N/C(=C(\C=C(/Cl)[N+](=O)[O-])[N+](=O)[O-])N2 | -1 | -22 | . | 4.0 | -17 | -13 | . | . | .
Cc1cc(Nc2ccc(C)c(F)c2)n2ncnc2n1 | 0 | -4 | 1 | 1.8 | 16 | 42 | -3 | 28 | -4
O=C1Cc2ccccc2C(=O)N1OCc1ccc(Cl)cc1Cl | 2 | -4 | 10 | 1.4 | 12 | 3 | 0 | 0 | -4
Cc1ccc(CN(C(=O)c2sc3ccccc3c2Cl)C2CCS(=O)(=O)C2)cc1 (stereo unspecified) | -1 | -4 | 27 | -0.3 | -22 | 20 | -4 | 15 | 10
COc1ccc(S(=O)(=O)N2CCN(C(=O)CCC3CCCC3)CC2)cc1 | -4 | -4 | -2 | -0.4 | 7 | 12 | 1 | 6 | 3
CC1CN(C(=O)COC(=O)c2ccc(C#N)cc2)CC(C)O1 (stereo unspecified) | -4 | -55 | 5 | 0.8 | -26 | 6 | -9 | 2 | 1
S=C(NCc1ccco1)Nc1ccc(Cl)cn1 | -3 | 4 | -8 | 0.2 | -27 | 0 | -6 | -5 | 3
CC(C)OC(=O)C1CC(C)(O)C(=O)C(C(=O)OC(C)C)C1c1ccc([N+](=O)[O-])cc1 (stereo unspecified) | -3 | 17 | 12 | -0.5 | 7 | 17 | 5 | 15 | 9
CC(=O)c1sc(NC(=O)C2CCN(C(=O)c3ccc(F)cc3)CC2)nc1-c1ccccc1 | -5 | 12 | 15 | -3.2 | -9 | -7 | -2 | -4 | 10
CC(=O)Nc1ccc(S(=O)(=O)N2CCN(Cc3nc4sc(C)c(C)c4c(=O)[nH]3)CC2)cc1 | -3 | 24 | 6 | -1.1 | 19 | 8 | -10 | 8 | -4
O=C(CCc1ccccc1)N[C@@H]1c2ccccc2CC[C@H]1OCc1ccccc1 | 0 | . | 15 | 0.6 | 7 | 14 | 2 | -11 | 7
CCCCC(=O)NC(=S)NNC(=O)CCc1ccccc1 | 0 | 1 | 47 | -0.7 | 19 | 8 | 28 | 3 | 9
O=C(Nc1ccccc1C(=O)NCCN1CCOCC1)c1cccc([N+](=O)[O-])c1 | -5 | -9 | 0 | -1.4 | -23 | 0 | -9 | -14 | 8

Bioassay records deposited in PubChem BioAssay by Sanford-Burnham Center for Chemical Genomics.
